Source: PubChem BioAssay (The Scripps Research Institute Molecular Screening Center)
PRMT1 FP inh: PRMT1 (human) inhibition, primary screen; 370,000 tested, 1.3% active; inhibition, % at 2.79 µM; recombinant PRMT1, activity-based probe fluorescence polarization; AID 652257;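 active = inhibition above about 21% made by adding two undisclosed values, limit read from the data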
Target sequence (Q99873 whole entry, looked up): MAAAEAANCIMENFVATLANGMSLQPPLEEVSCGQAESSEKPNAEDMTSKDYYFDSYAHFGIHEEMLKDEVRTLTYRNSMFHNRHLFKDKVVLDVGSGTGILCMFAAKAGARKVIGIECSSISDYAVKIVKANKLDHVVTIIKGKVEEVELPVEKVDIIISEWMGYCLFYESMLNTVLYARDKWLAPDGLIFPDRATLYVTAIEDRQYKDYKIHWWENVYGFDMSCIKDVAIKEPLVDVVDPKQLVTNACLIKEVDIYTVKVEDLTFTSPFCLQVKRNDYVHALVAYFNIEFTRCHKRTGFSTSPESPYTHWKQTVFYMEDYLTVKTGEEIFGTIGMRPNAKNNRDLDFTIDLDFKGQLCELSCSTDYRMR
TCR-CD3 inh: inhibitors of human TCR-CD3 interaction. TAMRA-labeled TCR probe fluorescence, biochemical. inhibition, % at 9.4 µM. 360,000 tested, 0.37% active; in the data active = inhibition above about 19%;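 note: recombinant mutant TCR 2C K166C tagged with TAMRA read by polarization; 0% = receptor in buffer alone and 100% = receptor with positive control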
KLK7 zymogen act: proKLK7 (human) activation, primary screen. P49862. purified proKLK7, EDANS-DABCYL substrate fluorescence; 100% is mature enzyme control, 0% vehicle. activation, % at 7 µM. 370,000 tested, 0.9% active;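 active = activation above the mean of all tested compounds plus 3 SD, computed per campaign excluding outliers beyond control limits, cut at about 13% in these data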
Target sequence (P49862 whole entry, looked up): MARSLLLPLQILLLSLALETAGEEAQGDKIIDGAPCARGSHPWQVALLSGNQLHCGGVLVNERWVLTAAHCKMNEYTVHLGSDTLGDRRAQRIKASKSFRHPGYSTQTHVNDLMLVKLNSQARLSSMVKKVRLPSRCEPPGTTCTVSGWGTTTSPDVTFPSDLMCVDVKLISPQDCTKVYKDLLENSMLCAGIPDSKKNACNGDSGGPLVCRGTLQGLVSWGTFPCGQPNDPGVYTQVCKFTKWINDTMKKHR
TDP2 absorb: blocks human TDP2 phosphodiesterase activity | O95551 | recombinant TDP2, T5PNP hydrolysis, p-nitrophenol absorbance 415 nm | inhibition, % at 12.8 µM | 370,000 tested, 0.34% active;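 active = inhibition above the mean of all tested compounds plus 3 SD, set per campaign, cut at about 25% in these data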;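 note: 0% = DMSO with enzyme and 100% = buffer with substrate but no TDP2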
Target sequence (O95551 whole entry, looked up): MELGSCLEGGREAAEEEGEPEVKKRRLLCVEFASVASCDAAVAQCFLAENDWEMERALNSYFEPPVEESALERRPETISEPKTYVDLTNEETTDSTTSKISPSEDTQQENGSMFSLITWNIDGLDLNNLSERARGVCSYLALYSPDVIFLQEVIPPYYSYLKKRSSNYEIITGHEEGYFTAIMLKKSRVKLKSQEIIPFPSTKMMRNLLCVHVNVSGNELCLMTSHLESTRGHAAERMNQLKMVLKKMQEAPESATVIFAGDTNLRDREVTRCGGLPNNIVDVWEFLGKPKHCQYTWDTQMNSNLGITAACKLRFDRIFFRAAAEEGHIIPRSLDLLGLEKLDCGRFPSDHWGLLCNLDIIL
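Test system: human TDP2 enzyme; Input: 120 nM TDP2 per well; Buffer or medium: Mg2+-containing Tris-HCl buffer, pH 7.5; Reagent: 5 mM T5PNP; Dosing: 12.8 µM single point, 1% DMSO; Incubation: reaction 2 h, 37 °C; Detection: p-Nitrophenol epi absorbance; Read-out: % inhibition relative to enzyme-containing and enzyme-free wells; Replicates: single well per compound.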
UHRF1 MBD2 ctr: human UHRF1 methylated DNA binding inhibitors; AID 687016; UHRF1 binding to methylated oligo, TR-FRET; Q96T88; 370,000 tested, 0.75% active; inhibition, % at 4.4 µM; in the data active = inhibition above about 21%;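 note: UHRF1 SRA domain binding a hemimethylated CpG hairpin DNA probe; 0% = median of test compound wells and 100% = reference inhibitor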
Tn6 DDE FP: DD(E)-Tn6 binding inhibition, primary FP screen; Fibrin DD(E) TRITC-Tn6 fluorescence polarization displacement; inhibition, % at 8.3 µM; 370,000 tested, 0.21% active; AID 720509;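 active = inhibition above a per-campaign cutoff: mean of compounds within control limits plus 3 SD, cut at about 15% in these data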;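 note: 0% = median of all compound wells on the plate and 100% = blocking peptide control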
SIAE primary: inhibitors of human sialic acid acetylesterase SIAE | SIAE FP-Rh probe binding, fluorescence polarization | 370,000 tested, 0.69% active | inhibition, % at 9.66 µM | AID 1053197 | Q9HAT2;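 active = inhibition above a cutoff: mean of compounds within the control limits plus 3 SD of those, cut at about 17% in these data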;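 note: 0% = plate median of compound wells and 100% = probe without SIAE protein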
MBD2 inh: inhibitors of human MBD2 binding to methylated oligonucleotide; AID 686964; inhibition, % at 4.4 µM; TR-FRET; Q9UBB5; 370,000 tested, 0.31% active; in the data active = inhibition above about 13%
LEDGF integ inh: blocks HIV-1 LEDGF/p75-dependent DNA integration. 370,000 tested, 0.64% active. inhibition, % at 3.7 µM. AID 743269. TR-FRET IN-LEDGF/p75 DNA integration, Eu/Cy5;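 active = inhibition above the screen-wide mean plus 3 SD, cut at about 13% in these data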;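 note: signal is the Cy5 over europium emission ratio at 671 and 618 nm; 0% = plate median of compound wells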
Tn7 DDE FP: DD(E)-Tn7 binding inhibition, primary FP screen; P02675; inhibition, % at 8.3 µM; 370,000 tested, 0.13% active; FP displacement of FITC-Tn7 peptide from fibrin DD(E); 0% = median of compound wells per plate;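 active = inhibition above the mean of compounds falling within the control limits plus 3 SD of them, cut at about 14% in these data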;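 note: 0% = plate median of compound wells and 100% = 10 µM Aha-Tn7 peptide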
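Measure: % inhibition scaled between sample-field median and high-control FP; Test system: human fibrin DD(E); Quantity: 2 µM final DD(E) protein; Doses: one dose, 8.3 µM nominal; Schedule: compound with protein 10 min, then 3 h after probe, room temperature; Detection: fluorescence polarization; Medium: Tris buffer with calcium and detergent, pH 7.8.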
An asterisk follows results filed as active; / = no result given.

Below each SMILES: PRMT1 FP inh, TCR-CD3 inh, KLK7 zymogen act, TDP2 absorb, UHRF1 MBD2 ctr, Tn6 DDE FP, SIAE primary, MBD2 inh, LEDGF integ inh, Tn7 DDE FP
1: CSc1n[nH]c(NC(C)=O)n1
  -2, 2, 0.3, 3, 0, -2, 9, 3, -2, 5
2: COc1ccc(C(=O)NC(=S)NCCO)cc1Br
  -2, 4, 0.9, -4, -1, -1, 6, -1, 2, 2
3: CN(CCC1CCCCO1)C(=O)CCc1nnc(CCc2ccccc2)o1 (configuration not stated)
  3, -11, -0.3, -9, 1, -2, 4, 6, -3, 0
4: COc1ccc(Cn2cc(CN3CC(N(C)C)CS3(=O)=O)nn2)cc1 (configuration not stated)
  4, 1, 0.4, -3, -1, 5, 1, -6, 2, -4
5: O=c1c2ccccc2[nH]c(=S)n1C1CCCCC1
  -1, 2, 0.3, 10, -2, 5, -1, -2, -3, -4
6: CCCOc1ccc(-c2nc(-c3ccc([N+](=O)[O-])cc3)cs2)cc1
  -5, -2, 0.6, 12, -1, -6, 7, -1, 4, -3
7: Cc1ccc(N(C(=O)CNC(=O)c2ccco2)C(C(=O)NC2CCCCC2)c2ccncc2)cc1F (configuration not stated)
  -5, 8, 0.6, 10, -1, 2, 2, -4, 4, -1
8: O=C(Cc1ccc(F)cc1)N1CCN=C1SCc1cccc([N+](=O)[O-])c1
  4, 0, 0.2, 1, 3, -3, -6, 5, -4, 2
9: CC(C)c1cc(C(C)C)c(S(=O)(=O)N2CCC(C(=O)NCc3cccs3)CC2)c(C(C)C)c1
  2, /, -0.1, 4, 0, -4, -4, 3, -1, 4
10: Nc1ccn([C@@H]2O[C@H](C(=O)NCC(=O)N3CCOCC3)[C@@H](O)[C@H]2O)c(=O)n1
  -2, 0, 0.0, 5, 0, 3, 7, -1, -1, 3

The list continues.
Below each SMILES: PRMT1 FP inh, TCR-CD3 inh, KLK7 zymogen act, TDP2 absorb, UHRF1 MBD2 ctr, Tn6 DDE FP, SIAE primary, MBD2 inh, LEDGF integ inh, Tn7 DDE FP
11: CCOC(=O)Cn1cnc2c(nnn2-c2cccc(Cl)c2)c1=O
  -1, -5, -0.3, 10, -2, 3, -8, 3, 1, 5
12: COc1ccc(CC(NC(C)=O)C(=O)N2CCN(C(=O)Nc3cccc(Cl)c3)CC2)cc1OC (configuration not stated)
  2, -1, -0.5, 0, -1, -1, -3, 2, 5, -6
13: Cc1ccc(/C=N/n2nnnc2N)o1
  4, -6, -0.4, -9, 4, -6, -5, -5, -2, 1
14: COc1cccc(C(=O)Nc2cccc(-c3ccccc3)c2)c1
  -1, 0, -0.5, 1, -4, -5, -10, -2, 2, -2
15: Cc1cc(C)c[n+](-c2nc3ccccc3nc2[N-]S(=O)(=O)c2ccc(Cl)cc2)c1
  -1, 6, -0.2, -1, -2, 7, -3, -2, 1, 4
16: Cc1cc(NC(=O)CSc2ccc3nnc(CCNC(=O)c4ccccc4)n3n2)no1
  -2, 7, -0.3, 6, -1, 9, 8, -2, -4, 1
17: Cc1cccc(C(=O)NCCc2ccccc2)c1
  0, 3, -0.1, -5, 0, 1, -1, 3, 2, -4
18: CC(=O)Oc1ccc(C(=O)Nc2cccc(C(=O)c3cccc(NC(=O)c4ccc(OC(C)=O)cc4)c3)c2)cc1
  -3, -1, 0.6, -6, 2, 0, -107, 1, 2, -2
19: Cc1cc2nc(SCCOC(=O)Nc3cccc(Cl)c3)nc(C)c2cc1C
  1, -2, -0.2, -5, 1, -2, -35, 3, -5, 6
20: C=C(C)CNC(=O)c1ccc2nc(Cc3ccc(OC)cc3)oc2c1
  -1, 9, -0.7, 11, -2, 1, 6, 5, -1, -4

A second format for part of the listing above.
cpd | structure | PRMT1 FP inh | TCR-CD3 inh | KLK7 zymogen act | TDP2 absorb | UHRF1 MBD2 ctr | Tn6 DDE FP | SIAE primary | MBD2 inh | LEDGF integ inh | Tn7 DDE FP
1 | CSc1n[nH]c(NC(C)=O)n1 | -2 | 2 | 0.3 | 3 | 0 | -2 | 9 | 3 | -2 | 5
2 | COc1ccc(C(=O)NC(=S)NCCO)cc1Br | -2 | 4 | 0.9 | -4 | -1 | -1 | 6 | -1 | 2 | 2
3 | CN(CCC1CCCCO1)C(=O)CCc1nnc(CCc2ccccc2)o1 (configuration not stated) | 3 | -11 | -0.3 | -9 | 1 | -2 | 4 | 6 | -3 | 0
4 | COc1ccc(Cn2cc(CN3CC(N(C)C)CS3(=O)=O)nn2)cc1 (configuration not stated) | 4 | 1 | 0.4 | -3 | -1 | 5 | 1 | -6 | 2 | -4
5 | O=c1c2ccccc2[nH]c(=S)n1C1CCCCC1 | -1 | 2 | 0.3 | 10 | -2 | 5 | -1 | -2 | -3 | -4
6 | CCCOc1ccc(-c2nc(-c3ccc([N+](=O)[O-])cc3)cs2)cc1 | -5 | -2 | 0.6 | 12 | -1 | -6 | 7 | -1 | 4 | -3
7 | Cc1ccc(N(C(=O)CNC(=O)c2ccco2)C(C(=O)NC2CCCCC2)c2ccncc2)cc1F (configuration not stated) | -5 | 8 | 0.6 | 10 | -1 | 2 | 2 | -4 | 4 | -1

(listing goes on)
Below each SMILES: PRMT1 FP inh, TCR-CD3 inh, KLK7 zymogen act, TDP2 absorb, UHRF1 MBD2 ctr, Tn6 DDE FP, SIAE primary, MBD2 inh, LEDGF integ inh, Tn7 DDE FP
21: COc1cccc(CNS(=O)(=O)c2ccc3c(c2)oc(=O)n3C)c1
  0, 5, -0.1, 15, -2, -3, -2, -6, 2, -7
22: CCOC(=O)c1c2n(c3ccc(O)cc13)CCCCC2
  -1, 7, 1.1, 2, -1, 5, 8, -5, -2, 4
23: O/N=C1\CCCc2oc3c(c21)CCCC3
  1, 1, 0.1, -1, 0, 5, 2, -2, 6, 7
24: O=C(CCl)NNc1nc(-c2ccccc2)c2cc(Cl)ccc2n1
  8, 0, 1.9, 2, -2, -8, 0, -6, 4, -3
25: Cc1ccccc1SCC(=O)OCC(=O)N1CC(=O)Nc2ccccc21
  9, 1, 0.5, 0, 3, 0, 8, 3, -3, 3
26: COc1ccc(/C=C2\SC(N)=NC2=O)cc1
  5, -2, 0.1, 7, -7, -4, 2, 1, -6, 1
27: Cc1ccc(NC(=O)COc2ccc(S(=O)(=O)N3CCOCC3)cc2)cc1
  -1, 3, 0.7, 1, 0, -1, -1, 0, -3, 5
28: CSc1nc(-c2ccco2)cc(C(F)(F)F)c1C#N
  -1, 10, -1.0, -5, 2, 4, -2, -3, -4, -4
29: COc1ccc(S(=O)(=O)N2CCCOC2CNC(=O)C(=O)NC2CCCC2)cc1 (configuration not stated)
  2, -1, 0.2, -10, 2, 3, 9, -2, -4, -4
30: O=C(Nc1cccc(-c2cnc3ccccc3n2)c1)c1ccco1
  -1, 7, 0.8, -2, -2, 4, -14, -7, -1, -3

Further compounds follow.
Below each SMILES: PRMT1 FP inh, TCR-CD3 inh, KLK7 zymogen act, TDP2 absorb, UHRF1 MBD2 ctr, Tn6 DDE FP, SIAE primary, MBD2 inh, LEDGF integ inh, Tn7 DDE FP
31: COc1ccc(C)cc1NC(=O)COC(=O)C1CC1
  2, 8, 0.8, 8, -2, 7, 2, -1, -2, 7
32: CC(=O)Nc1ccc(S(=O)(=O)NC(C)c2ccccc2)cc1 (configuration not stated)
  2, 0, -0.6, -1, 1, 7, 2, -2, 5, -9
33: COCCn1c(SCC(=O)Nc2nnc(C)s2)nnc1-c1ccncc1
  -2, 2, -0.1, 5, 0, 5, -13, 3, 0, -2
34: O=C(Nc1ccc(N2CCOCC2)cc1)C1CCCN(S(=O)(=O)c2cccc(C(F)(F)F)c2)C1 (configuration not stated)
  1, 4, 0.0, 2, 3, 10, 1, -5, 1, -5
35: Cc1onc(-c2c(F)cccc2Cl)c1C(=O)N1C=CC(C(F)(F)Cl)=NCC1
  -2, 3, -0.2, -5, 0, -3, 2, -4, 7, 0
36: O=C(NCCCN1CCCC1=O)c1cc2ccccc2o1
  1, 7, 0.1, 4, 0, 8, 0, -5, 2, -4
37: Cc1ccc(NC(=O)COc2ccc(N(C)C(=O)C(C)(C)C)cc2)cc1S(=O)(=O)N1CCCCC1
  -4, 0, 0.2, -7, 2, -8, -2, -5, 4, -3
38: O=C(OCC(=O)N1CCOCC1)c1cc(-c2ccccc2)nc2ccccc12
  0, 0, -1.1, -5, -1, 8, -4, -3, -1, 6
39: Cc1ccc(-c2csc(N3CCN(c4cc5c(cc4Cl)nc(C)n5CCN4CCCCC4)CC3)n2)cc1
  -1, -2, 0.1, 5, -1, 0, 9, 0, -1, 6
40: CC1(C)CC(=O)C=C(c2cn[nH]n2)C1
  3, -6, -0.6, 3, -1, -1, 11, -6, -11, 5

Next part.
Below each SMILES: PRMT1 FP inh, TCR-CD3 inh, KLK7 zymogen act, TDP2 absorb, UHRF1 MBD2 ctr, Tn6 DDE FP, SIAE primary, MBD2 inh, LEDGF integ inh, Tn7 DDE FP
41: COc1ccc(N2C(=O)CC(c3ccccc3)CC2=O)cc1
  -4, 4, 0.0, 5, -1, 3, 5, 4, -1, 5
42: O=C(Cn1nnc(-c2ccc3c(c2)OCO3)n1)NCc1ccccc1
  -1, 5, -1.1, 7, 6, -4, 7, 2, 2, -7
43: Cc1ccnc(NC(=O)Nc2cccc(F)c2)c1
  -4, -7, -0.2, -4, 2, -1, 11, 2, 1, 6
44: NC(c1ccccc1)c1csc(Nc2ccc(C(=O)c3ccccc3)cc2)n1 (configuration not stated)
  -2, 1, -0.2, 4, -1, -3, -4, -1, 0, 0
45: COC(=O)c1ccc(N2CCN(CCNC(=O)Nc3ccc(OC)cc3)CC2)cc1
  -1, -5, -0.2, -4, 4, 1, 2, -3, 3, -2
46: COc1cc(OC)c(N(C)S(=O)(=O)c2cccc(C(=O)OCC(=O)NCc3ccco3)c2)cc1Cl
  7, -2, 0.6, -5, 3, 3, -4, -4, -4, -8
47: CCc1n[nH]c(=S)n1/N=C/c1cc(OC)cc([N+](=O)[O-])c1O
  3, 44*, -0.2, 8, -15, -4, 8, -19, -4, 1
48: O=C(/C=C/c1ccccc1Cl)N1CCOCC1
  1, -3, 0.4, 7, 3, 9, -6, -6, 0, -1
49: COc1cc(NC(=O)C2(C)CCN2C(C)C)cc(OC)c1OC (configuration not stated)
  -2, -4, -0.7, 4, 0, 2, 6, -1, -1, 2
50: CCOc1ccccc1C1C(C#N)=C(N)Oc2cc(C)n(Cc3ccccn3)c(=O)c21 (configuration not stated)
  0, 6, -0.1, 3, -4, 0, 2, -4, 0, 9
